High-throughput results: PubChem BioAssay, several laboratories
MEX-5 binding: C. elegans MEX-5 TCR-2 RNA binding activity; Q9XUB2; MEX-5/FITC-TCR2 RNA binding, fluorescence polarization; hits give low values; activity score (negative = inhibition of binding), % at 10 µM; 300,000 compounds, 0.38% hits;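 active = inhibition past about -25% in most replicates, and total fluorescence under double the plate's negative control median, limit read from the data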;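 note: 0% = DMSO and -100% = 5 µM competing unlabeled TCR2 RNA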
ZTA counter: counter-screen for EBNA-1 inhibitors: inhibitors of Epstein-Barr virus ZTA. P03206. ZTA-DNA binding, fluorescence polarization. inhibition, % at 11 µM. 320,000 compounds, 0.15% hits; in the data active = inhibition above about 33%
Target sequence (P03206 whole entry, looked up): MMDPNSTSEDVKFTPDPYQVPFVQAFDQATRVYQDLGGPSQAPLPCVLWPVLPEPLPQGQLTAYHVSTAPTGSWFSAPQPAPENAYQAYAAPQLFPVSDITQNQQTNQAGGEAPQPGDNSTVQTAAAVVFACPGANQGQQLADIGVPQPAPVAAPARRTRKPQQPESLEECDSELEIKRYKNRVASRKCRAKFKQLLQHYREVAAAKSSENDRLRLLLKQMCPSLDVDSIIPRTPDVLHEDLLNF
Bcl-xL primary: inhibitors of human Bcl-xL. Q07817. GST-Bcl-xL / FITC-Bim BH3 peptide fluorescence polarization. inhibition, % at 10.9 µM. 320,000 compounds, 0.7% hits. AID 2129;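 active = inhibition above the mean of all tested compounds plus 3 SD, cutoff set per campaign, cut at about 30% in these data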;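 note: 0% = DMSO wells and 100% = unlabeled Bim-BH3 peptide competitor; inhibitors lower millipolarization by displacing the labeled peptide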
EBNA-1 inhibitor: blocks EBNA-1 binding to DNA | inhibition, % at 14.8 µM | 300,000 compounds, 0.34% hits | EBNA-1 DNA binding, fluorescence polarization; in the data active = inhibition above about 28%
CR mimetic SO: caloric restriction mimetics inhibiting age-related superoxide in yeast; 330,000 compounds, 0.18% hits; superoxide response (% of plate mean), % at 10 µM; S. cerevisiae aged cells, superoxide DHE fluorescence; hits give low values; AID 2690;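 active = superoxide response under a set limit, about three screen SD below normal, cut at about 65% in these data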;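 note: yeast aged for seven days with compound at 30 °C before DHE staining; 100% = average MFI of all compound-treated wells on the plate with controls excluded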
Fam108B counter: counter-screen for RBBP9 inhibitors: inhibitors of mouse Fam108B; AID 1947; recombinant Fam108B, FP-Rh probe fluorescence polarization; inhibition, % at 9.51 µM; 300,000 compounds, 0.33% hits;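 active = inhibition above the screen mean inhibition plus 3 SD, computed separately per campaign, cut at about 18% in these data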;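 note: inhibitors lower polarization as less probe binds the enzyme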
GLD-1 TGE inh: GLD-1-TGE RNA interaction inhibition (C. elegans). 320,000 compounds, 0.44% hits. Q17339. inhibition, % at 5.96 µM. purified GLD-1 + fluorescein TGE RNA, fluorescence polarization. AID 2280;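 active = percent inhibition above a per-plate cutoff, the plate mean of test compounds plus 3 SD, cut at about 30% in these data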;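 note: 0% = DMSO wells with GLD-1 and probe and 100% = wells lacking GLD-1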
Efflux pump inh: inhibitors of Candida antifungal efflux pumps expressed in yeast; S. cerevisiae Candida pump triplex, Nile Red efflux; inhibition, % at 10 µM; 330,000 compounds, 0.44% hits;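 active = plate passing quality check with inhibition over a set limit, or well fluorescence over plate mean plus 4 SD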;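 note: Nile Red retained in pooled yeast measured as flow cytometry median fluorescence; 0% = buffer negative control and 100% = Enniatin B positive control; higher means more Nile Red kept so more efflux inhibition; some compounds called inactive have numbers as strong as hits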
MCL1 BIM primary: inhibitors of human MCL1 binding to BIM-BH3 peptide | 320,000 compounds, 0.68% hits | AID 2057 | Q07820 | inhibition, % at 10.9 µM | GST-MCL1 / FITC-Bim-BH3 fluorescence polarization;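 active = inhibition above the mean inhibition of all tested compounds plus 3 SD, set per campaign, cut at about 40% in these data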;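 note: 0% = DMSO wells and 100% = unlabeled Bim-BH3 peptide control; higher means more loss of mP so more displacement of Bim peptide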
* hit, by the source's call. Some of the compounds tested; rates above refer to the full screens.

SMILES	MEX-5 binding	ZTA counter	Bcl-xL primary	EBNA-1 inhibitor	CR mimetic SO	Fam108B counter	GLD-1 TGE inh	Efflux pump inh	MCL1 BIM primary
O=C(CCN1CCN(CCO)CC1)N1c2ccccc2Sc2ccc(C(F)(F)F)cc21	2.4	-4.7	-2.7	-4.1	95.1	3.0	5.1	0.1	-3.5
